# Screening data deposited in PubChem by Sanford-Burnham Center for Chemical Genomics.
# MKP-3 inhibition: MKP-3 phosphatase inhibitors, primary screen, biochemical, rat enzyme, in vitro (AID 425) | hit rate 0.17% among 110,000 | recombinant MKP-3 phosphatase activity, fluorescence; higher % means a stronger effect | one-dose inhibition, % at 20 µM; IC50 in µM for titrated hits; in the data active means inhibition above about 50%;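 further: plate controls were vehicle for no effect and reference inhibitor for full effect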
# Hsp70 displacement: Hsp70 inhibitors, probe displacement, primary screen, biochemical, fluorescence polarization (AID 583). displacement, % at 20 µM, or IC50 in µM where a hit was titrated. hit rate 0.06% among 140,000. Hsp70 fluorescence polarization probe displacement, mP; higher % means a stronger effect; in the data active means displacement above about 50%;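 further: plate controls were vehicle for no effect and reference ligand for full effect; a part of the inactive calls stands beside numbers as strong as those of hits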
# An asterisk follows results filed as active; . = not tested or not shown; & = joins results of further samples.
MKP-3 inhibition	Hsp70 displacement	SMILES
-3%&0%	0.4%	Cc1ccc(NC(=O)c2nc[nH]c2C(=O)N2CCCCC2)c(C(=O)c2ccccc2)c1
-2%	7.4%	COc1ccccc1-c1cc(C(=O)N2CCN(c3ccccc3OC)CC2)no1
-1%	2.9%	O=C1/C(=C\c2cccc(Br)c2)SC(=S)N1c1cccc(C(F)(F)F)c1
-5%	3.2%	Cc1noc(C)c1CSc1nc2ccccc2c(=O)n1-c1ccccc1
-10%	-2.0%	COc1cccc(C2NC(=O)NC(C)=C2C(=O)Nc2cc(OC)ccc2OC)c1 (centres undefined)
2%	-3.8%	Cc1ccc(C(=O)Nc2ncccc2Cl)cc1C
8%	1.3%	CCOC(=O)c1cc(S(=O)(=O)N2CCN(C(=O)OCC)CC2)cn1C
6%	-17%	Cc1cc([N+](=O)[O-])ccc1-c1ccc(C(=O)Nc2ccc3oc(-c4ccccc4)nc3c2)o1
4%	3.8%	CS(=O)(=O)N1CCN(CCCc2ccccc2)CC1
-1%	1.7%	CCN(CC)C(=O)Oc1ccc2c(=O)c(-c3ccc(OC)cc3)c(C)oc2c1
4%	7.3%	Cc1cccc(OCc2nc(C#N)c(NCCN(C)C)o2)c1
9%	5.8%	Nc1cc(-c2nn[nH]n2)ccc1F
-2%	6.0%	COc1ccc(/C=C2\C(=O)N(c3cccc(C(=O)O)c3)N=C2C)cc1OC
1%	-2.2%	Cc1ccc(NC(=O)c2cccc(OCc3ccccc3)c2)c([N+](=O)[O-])c1
6%	-1.1%	COC(=O)c1ccc(/C=C/C(=O)c2cccc(OC)c2)cc1
.	-1.8%	CCOc1cc(S(=O)(=O)NC2CCCCC2)ccc1F
.	-5.4%	Cn1cccc1C(=O)NC(=O)COC(=O)CNS(=O)(=O)c1ccc(Br)cc1
.	-0.4%	COC(=O)C1=C(Nc2ccc(C)cc2)C=C(C)C(C(=O)OC)C1c1ccc(F)cc1 (centres undefined)
-1%	-6.4%	O=C(CSCc1cccc(Br)c1)NCc1ccco1
.	-0.4%	Cc1ccc(S(=O)(=O)N2C=CC(C(F)(F)F)=NCC2)cc1
2%	0.1%	O=C(CC1c2ccccc2Oc2ccccc21)NCCOc1ccccc1
-15%	1.1%	CCc1nc(C)cn1S(=O)(=O)c1ccc(Cl)c(Cl)c1Cl
.	-3.3%	Cc1ccc(-c2ccc(/C=N/N3C(=O)C4C5C=CC(CC5)C4C3=O)o2)c([N+](=O)[O-])c1 (centres undefined)
.	1.2%	CCCNC(=O)c1oc2ccc3c(c2c1C)C(=O)CC(C)(C)O3
-11%	2.5%	Cc1ccccc1NC(=O)C1CCCN1S(=O)(=O)c1cccc2cccnc12 (centres undefined)
2%	-1.0%	O=c1c2ccccc2c(-c2ccccc2)nn1CCc1ccccc1
0%	1.2%	COC(=O)c1c(C)oc2ccc(NS(=O)(=O)c3ccc4ccccc4c3)cc12
7%	-5.5%	O=C(NC(=S)Nc1cc(-c2nc3ccccc3s2)ccc1Cl)c1ccc(Cl)cc1
5%	.	CS(=O)(=O)c1nc(-c2cccs2)cc(C(F)(F)F)n1
13%	-3.8%	COc1ccc(CCNC(=O)c2cc(-c3cc(C)c(C)cc3O)n[nH]2)cc1OC
5%	-1.6%	O=C(COc1ccccc1Cl)Nc1ccc(O)cc1C(=O)O
4%	-5.3%	O=C(CN1CCN(C(=O)c2ccco2)CC1)Nc1cc(C(F)(F)F)ccc1Cl
.	1.7%	Cc1ccc(C23CC4CC(CC(CC(=O)N5CCOCC5)(C4)C2)C3)cc1
3%	2.7%	O=C(COC(=O)CSCC(=O)Nc1cccc2ccccc12)Nc1ccc(Br)cn1
.	2.0%	COc1ccc(/C=N/Nc2nc(N3CCCC3)nc(N3CCCC3)n2)cc1O
.	0.7%	Cc1cc(Cl)ccc1NC(=S)NCc1cccs1
3%	-5.5%	COc1cccc(OCc2nnc(SCC(=O)OCc3ccccc3)o2)c1
-12%	-2.4%	CCCSc1nc2c(c(=O)n1CC)SC(C)C2 (centres undefined)
-4%	0.6%	CC(C)C(OC(=O)c1cccs1)C(=O)NCc1ccco1 (centres undefined)
7%	-5.3%	O=C(Nc1ccc(S(=O)(=O)N2CCc3ccccc32)cc1)c1ccc(-c2ccccc2)cc1
0%	-2.0%	Cc1ccc(S(=O)(=O)N2CCN(C/C=C/c3ccccc3)CC2)cc1[N+](=O)[O-]
.	-4.0%	CCOC(=O)CSc1nc2cc3c(cc2cc1CC)OCCO3
-3%	4.3%	CCNc1nc(N2CCCCC2)nc(-n2nnc(C(=O)OCC)c2C)n1
0%	-4.3%	Fc1ccc(-c2nnc3sc(-c4ccc5c(c4)OCO5)nn23)cc1
3%	-3.6%	CCOCCOC(=O)c1ccc(NC(=O)c2cc3ccccc3o2)cc1
-4%	-1.5%	Cc1cccc(NC2SC(=O)N(c3ccccc3)C2=O)c1 (centres undefined)
4%	0.2%	CCC1CCCCN1CCCNC(=O)CC1Oc2ccc(C)cc2NC1=O (centres undefined)
-6%	15%	COC(=O)Cn1c(CCC(=O)O)ccc1-c1ccccc1
3%	-1.8%	COc1ccc(CN2CCN(Cc3ccccn3)CC2)c(OC)c1
-1%	-1.1%	Cc1cccc(OCC(=O)NCC(=O)N/N=C/c2cccs2)c1
-9%	3.6%	CCOC(=O)c1cccc(NC(=O)CSc2nnc(-c3ccoc3C)n2CC)c1
0%	1.0%	CCCCCOC(=O)C(C)c1c(C)[nH]c(=S)[nH]c1=O (centres undefined)
.	6.3%	CCOP(=O)(OCC)C(NCc1ccccc1)c1ccc(Br)cc1 (centres undefined)
2%	5.3%	COc1ccc(OC)c(NC(=O)COc2c(C)cccc2C)c1
0%	.	COc1ccccc1OCC(=O)Nc1ccc(O)cc1C(=O)O
-2%	2.0%	O=C(Nc1cccc([N+](=O)[O-])c1)c1cccc(F)c1
-4%&1%	1.4%&1.9%	CCOC(=O)C(NC(=O)CCC(=O)Nc1ccc(S(N)(=O)=O)cc1)C(O)c1ccccc1 (centres undefined)
2%	-2.1%	COc1ccc(/C=C2\C=C(c3ccc(Cl)cc3)OC2=O)cc1C
-1%	0.5%	Cc1cc(S(=O)(=O)N2CCCC2)ccc1OCC(=O)N1CCOCC1
0%	-3.3%	Cc1c(O)c(CN2CCCCC2)cc2c3c(c(=O)oc12)CCC3

# More records follow:
MKP-3 inhibition	Hsp70 displacement	SMILES
0%	6.0%	N/C(=N\N=C/c1ccc(F)cc1)N/N=C\c1ccc(F)cc1
-4%	-1.5%	CC(C)=C(NC(=O)c1ccccc1)C(=O)NCc1ccccc1Cl
.	0.6%	O=C(/C=C/c1ccc(Cl)cc1Cl)c1cccnc1
-20%	2.3%	N[C@@H](Cc1ccccc1)c1nnc(SCc2ccccc2Cl)o1
-16%	-0.7%	O=C(OCc1nc2ccccc2c(=O)[nH]1)c1cccs1
1%	5.5%	CC(=O)Nc1ccc(NS(=O)(=O)c2ccc(C(C)(C)C)cc2)cc1
-10%	-1.1%	CCCNC(=O)CS(=O)Cc1nc(-c2ccccc2C)oc1C (centres undefined)
4%	-0.4%	CCSc1nc2c(c(=O)[nH]1)C(c1cccnc1)C(C(=O)OC)=C(C)N2 (centres undefined)
-6%	16%	O=C(Cn1cc2c(n1)CCCC2)NCc1ccccn1
-1%	7.0%	Cc1ccc(N2C(=O)CC(NCCc3cccc(Cl)c3)C2=O)cc1 (centres undefined)
-8%	1.8%	O=C(Cn1cc(/C=N/O)c2ccccc21)N1CCOCC1
.	0.7%	CC(C)C(OC(=O)c1cccs1)C(=O)NC1CCCCC1 (centres undefined)
-1%	-0.6%	CC1(C)CC(=O)C2=C(C1)Nc1ccccc1NC2c1cccc2ccccc12 (centres undefined)
-7%	3.0%	COc1ccc(S(=O)(=O)Nc2cccc(NC(C)=O)c2)cc1
-4%	-1.5%	COCCNC(=O)C1CC(=O)N(c2ccc(F)c(Cl)c2)C1 (centres undefined)
-1%	-3.5%	COC(=O)C1=C(C)NC2=C(C(=O)c3ccccc32)C1c1ccccc1OCc1ccccc1F (centres undefined)
-1%	2.9%	CS(=O)(=O)N(CC(=O)NCCc1ccccc1)c1ccc(Br)cc1
1%	-3.6%	COc1cc(NC(=O)c2cc(Cl)ccc2OC)c(OC)cc1Cl
2%	1.4%	O=C1CC(N2CCC(O)(c3ccc(Br)cc3)CC2)C(=O)N1c1ccc(Cl)cc1 (centres undefined)
-2%	-0.2%	COc1ccc(-c2cc(-c3ccc(C)cc3)nc(N3CCCC3)n2)cc1
-3%	-5.8%	O=C1OCCC1Sc1nnc(-c2cccs2)n1Cc1ccccc1 (centres undefined)
.	-3.2%	COc1cccc(C(=O)Nc2ccccc2C(=O)N2CCCC2)c1
-16%	1.2%	Cc1ccc(CCP(=O)(O)CN2CCCCC2)cn1
2%	0.9%	CCN(CCNC(=O)C1CC(=O)N(CCc2ccccc2)C1)c1ccccc1 (centres undefined)
-11%	-0.8%	CN1CC(=O)N(CC(=O)NCc2ccc(F)cc2)c2ccccc2C1=O
-5%	-2.5%	CC(C)CCNC(=O)CCCOc1cc(=O)n(C)c2ccccc12
-8%	2.4%	CCOC(=O)c1c(C)[nH]c(C(=O)COC(=O)CNC(=O)C2CCCCC2)c1C
-4%	-2.8%	CCC(C)(C(=O)NC1CCCCC1)N(C(=O)C1CCC(=O)N1)c1ccc(C)cc1 (centres undefined)
4%	-0.4%	CCOC(=O)c1c(N)n(-c2ccc(OC)cc2)c2nc3ccccc3nc12
-1%	-0.6%	O=C(Nc1ccc2oc(-c3cccc(Cl)c3Cl)nc2c1)c1ccccc1Cl
1%	-3.8%	CC(C)(C)NC(=O)NC(=O)COC(=O)CNC(=O)c1cccc(F)c1
5%	-0.8%	CCOC(=O)Cc1csc(NC(=O)COc2ccccc2[N+](=O)[O-])n1
1%	7.0%	N#Cc1cnn(CC2CCCCC2)c1N
1%	-0.6%	COC(=O)c1cc(-c2cccc(OC)c2)on1
.	1.8%	Cc1cccc(N2CCN(CC(=O)Nc3ccc(-n4cnnn4)cc3)CC2)c1C
3%	-4.8%	Cc1nn(C(=O)c2ccccc2)c2c1C(=O)CC(C)(C)C2
2%	0.4%	COC(=O)c1ccc(CSc2ncnc3c2nnn3-c2ccc(F)cc2)o1
-1%	-0.1%	CC(C)Oc1ccc(C(Cc2nc3ccccc3[nH]2)c2nc3ccccc3[nH]2)cc1 (centres undefined)
-2%	-1.2%	CCOC(=O)C1C(=O)CC(C)(O)C(C(=O)OCC)C1c1ccc(Br)o1 (centres undefined)
2%	0.5%	COc1ccc(CN2CCN(S(=O)(=O)c3ccc(F)cc3)CC2)cc1OC
-11%	2.7%	O=C(c1cccs1)N1CCN(S(=O)(=O)N2CCOCC2)CC1
4%	.	CCOc1cccc(C(=O)Nc2ccc(NC(=O)c3ccco3)c(OC)c2)c1
2%	3.3%	COc1ccc(CC(=O)Nc2cccc(NC(=O)c3cccc(Cl)c3)c2)cc1OC
-10%	-1.1%	Cc1nnc(SCC(N)=O)n1CC1CCCO1 (centres undefined)
1%	3.2%	CCOc1ccc(N2C(=O)CC(N3CCN(c4cccc(Cl)c4)CC3)C2=O)cc1 (centres undefined)
.	-7.0%	O=C1C=C(c2ccccc2)C(=O)N1Nc1ccccc1
2%	-2.3%	CC(C)Cn1c(NCCN(C)C)nc2c1c(=O)[nH]c(=O)n2C
11%	-3.9%	O=C(NCCCN1CCN(c2ccccc2F)CC1)C1CCN(S(=O)(=O)N2CCOCC2)CC1
.	2.3%	COc1ccccc1/C=N/Nc1nccnc1Cl
-7%	-5.3%	CCC(c1nnc(SCC(=O)Nc2nnc(-c3ccccc3)o2)o1)N(C)C (centres undefined)
3%	-0.9%	CCC(=O)NC(c1ccccc1Cl)c1c(OC(C)=O)ccc2ccccc12 (centres undefined)
-6%	-2.5%	CCc1n[nH]c2c1/C(=N\O)CC(c1ccccc1)C2 (centres undefined)
6%	2.8%	CCOC(=O)C1=C(C)NC(=O)NC1c1ccc(OC)cc1 (centres undefined)
0%	0.9%	COc1ccc(N2CC(C(=O)N/N=C/c3c[nH]c4ccccc34)CC2=O)cc1 (centres undefined)
0%	0.2%	CCCCc1c(C)nn(-c2nnc3c4ccccc4n(CC)c3n2)c1C

# In the list so far, 17 have fluorine.
MKP-3 inhibition	Hsp70 displacement	SMILES
-1%	2.9%	O=C1/C(=C\c2cccc(Br)c2)SC(=S)N1c1cccc(C(F)(F)F)c1
9%	5.8%	Nc1cc(-c2nn[nH]n2)ccc1F
.	-1.8%	CCOc1cc(S(=O)(=O)NC2CCCCC2)ccc1F
.	-0.4%	COC(=O)C1=C(Nc2ccc(C)cc2)C=C(C)C(C(=O)OC)C1c1ccc(F)cc1 (centres undefined)
.	-0.4%	Cc1ccc(S(=O)(=O)N2C=CC(C(F)(F)F)=NCC2)cc1
5%	.	CS(=O)(=O)c1nc(-c2cccs2)cc(C(F)(F)F)n1
4%	-5.3%	O=C(CN1CCN(C(=O)c2ccco2)CC1)Nc1cc(C(F)(F)F)ccc1Cl
0%	-4.3%	Fc1ccc(-c2nnc3sc(-c4ccc5c(c4)OCO5)nn23)cc1
-2%	2.0%	O=C(Nc1cccc([N+](=O)[O-])c1)c1cccc(F)c1
0%	6.0%	N/C(=N\N=C/c1ccc(F)cc1)N/N=C\c1ccc(F)cc1
-4%	-1.5%	COCCNC(=O)C1CC(=O)N(c2ccc(F)c(Cl)c2)C1 (centres undefined)
-1%	-3.5%	COC(=O)C1=C(C)NC2=C(C(=O)c3ccccc32)C1c1ccccc1OCc1ccccc1F (centres undefined)
-11%	-0.8%	CN1CC(=O)N(CC(=O)NCc2ccc(F)cc2)c2ccccc2C1=O
1%	-3.8%	CC(C)(C)NC(=O)NC(=O)COC(=O)CNC(=O)c1cccc(F)c1
2%	0.4%	COC(=O)c1ccc(CSc2ncnc3c2nnn3-c2ccc(F)cc2)o1
2%	0.5%	COc1ccc(CN2CCN(S(=O)(=O)c3ccc(F)cc3)CC2)cc1OC
11%	-3.9%	O=C(NCCCN1CCN(c2ccccc2F)CC1)C1CCN(S(=O)(=O)N2CCOCC2)CC1

# A portion of the library (hit frequency here may not be typical).
